Bioassay records as filed in PubChem BioAssay.
aSyn rescue: alpha-synuclein toxicity inhibition in yeast; AID 652106; Potency, µM (top dose mostly 46.1 µM), inactives show at the highest dose growth rescue (activation), actives largely listed as activators; Yeast expressing alpha-synuclein, growth rescue, BacTiter-Glo, 24 h; 370,000 tested, 0.14% active; also: potency is read from the fitted curve at half-maximal effect; % of control where 0% means no effect; nearly all actives have a fitted effect of over 65% in size
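Rescue of yeast growth: cells expressing toxic alpha-synuclein, induced in galactose at OD600 0.02, incubated with compound 24 h at 30 C. ATP luminescence quantified growth; inhibitors of toxicity appear as activators.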
TDP43 rescue: rescues yeast growth from TDP-43 toxicity. TDP-43 expressing yeast growth rescue, BacTiter-Glo, 24 h. Potency, µM (titrated, usually from 46.1 µM), inactives show at the highest dose growth rescue (activation), actives largely listed as activators. 410,000 tested, 1.8% active; also: potency is read from the fitted curve at half-maximal effect; % of control where 0% means no effect; nearly all actives have a fitted effect of over 50% in size
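In this qHTS, compounds that restore growth of yeast expressing TDP-43 appear as activators. Cells (OD600=0.02, galactose medium, raffinose-pregrown) are incubated with compound 24 hr at 30 deg C and growth is quantified by BacTiter-Glo.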
EPAC2 ag: activates human EPAC2 exchange factor. Potency, µM (doses to about 154 µM), for inactives: at the highest dose activation, most hits filed as activators. EPAC2 activation, biochemical qHTS; response scale: 100% = 6.5 mM cAMP response. 360,000 tested, 0.079% active. Q8WZA2; also: potency is read from the fitted curve at half-maximal effect; nearly all actives have a fitted effect of over 50% in size
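qHTS, titration series. 100 nM EPAC2 / 250 nM Rap1B-BODIPY-GDP / 50 uM GDP; RT; ex 480/em 540 nm, 5-min reads to 30 min. Norm. to 6.5 mM cAMP = activation.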
D3 ag: agonists of human D3 dopamine receptor; P35462; D3R DiscoveRx beta-arrestin cells, luminescence, 90 min; max activation, %; 410,000 tested, 0.58% active; in the data active = max activation above about 30%; also: 0% is about no effect; mostly tested at two doses, the higher about 12 µM
Target sequence (P35462 whole entry, looked up): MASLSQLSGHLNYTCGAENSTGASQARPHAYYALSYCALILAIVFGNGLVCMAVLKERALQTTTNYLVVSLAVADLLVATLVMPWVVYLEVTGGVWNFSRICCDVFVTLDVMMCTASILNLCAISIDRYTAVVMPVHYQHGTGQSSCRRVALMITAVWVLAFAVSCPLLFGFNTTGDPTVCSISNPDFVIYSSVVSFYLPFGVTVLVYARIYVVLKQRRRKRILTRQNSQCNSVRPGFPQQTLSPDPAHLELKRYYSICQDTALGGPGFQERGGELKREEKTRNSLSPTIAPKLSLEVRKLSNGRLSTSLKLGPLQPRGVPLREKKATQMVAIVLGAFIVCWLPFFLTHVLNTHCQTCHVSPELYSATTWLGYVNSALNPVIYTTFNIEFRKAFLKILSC
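Agonist mode: compounds and dopamine controls were applied to plated cells for 90 min at 37 degrees C after an overnight attachment at 1500 cells/well. Luminescent read-out followed 30 - 60 minutes at room temperature with DiscoveRx detection reagent.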
EPAC2 antagonist: EPAC2 (human) antagonism; Q8WZA2; EPAC2 GEF exchange of Rap1B-BODIPY-GDP, fluorescence; Potency, µM (doses to about 114 µM), inactives show at the top dose activity, negative = inhibition, hits mostly inhibitors; 360,000 tested, 0.18% active; AID 720708; also: potency is read from the fitted curve at half-maximal effect; % is scaled to controls: 0 for no effect and ±100 for the full control effect; nearly all actives have a fitted effect of over 45% in size; many of its hits are not listed in these tables
FUS suppressor: rescues growth of FUS-expressing yeast; Potency, µM (titrated, usually from 76.6 µM), for the others: at the top dose growth rescue (activation), usual class: activators; 390,000 tested, 0.24% active; S. cerevisiae FUS-expressing, growth rescue, OD600, 24 h;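 also: potency is read from the fitted curve at half-maximal effect; plate controls were DMSO vehicle for no effect and reference control for full effect; nearly all actives have a fitted effect of over 55% in size; some results filed as inactive show a strong effect at the top dose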
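Toxicity suppression screen in FUS-yeast. Cells induced with 2% galactose, starting OD 0.005, treated 24hr at 30C with compounds at multiple final concentrations; growth by OD600.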
DRD3 antagonist: blocks the human D3 dopamine receptor. AID 652054. 360,000 tested, 2.5% active. max response, negative = inhibition, %. D3R cells, DiscoveRx beta-arrestin luminescence, antagonist mode; active compounds read low. P35462; in the data active = max response below about -50%; inconclusive = no clear call, values can overlap the other calls; also: % is scaled to controls: 0 for no effect and ±100 for the full control effect; mostly tested at two doses, the higher about 12 µM
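Cells expressing the human receptor were seeded at 1500 cells/well, incubated overnight at 37 degrees C in 5% CO2, then exposed to library compounds with dopamine controls for 90 minutes at 37 degrees C before luminescent detection.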
Abeta rescue: compounds reversing amyloid beta toxicity in yeast. yeast expressing A-beta42, growth rescue, OD600, 48 h; response scale: 0% DMSO, 100% iron-clioquinol control. Potency, µM (highest dose often 46.1 µM), inactives show top-dose growth rescue, most hits filed as activators. 410,000 tested, 0.063% active. AID 1347071; also: potency is read from the fitted curve at half-maximal effect; nearly all actives have a fitted effect of over 55% in size
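Yeast growth medium received pinned compounds, then yeast cells expressing toxic A-beta were added; plates incubated at 30 C for 48 hr. Growth read as absorbance at 600 nm, normalized to DMSO and equimolar FeCl3 plus clioquinol controls.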
* hit, by the source's call; & = joins results of further samples; [ ] = another dose, or the depositor's remark. Unless noted, calls follow the shape of the dose curve; as a rule, active = well fitted curve in the direction sought with a large enough effect; inconclusive = small, poorly fitted or top-dose-only effect, or another doubt; inactive = no such curve, though single readings can be large; an effect the other way counts as inactive or inconclusive. The list is partial. The share of hits here may be higher or lower than overall.

For COC(=O)c1c(NC(=S)NNS(=O)(=O)c2ccc(OC)cc2OC)sc2c1CCCCCC2 the results were aSyn rescue 8%, TDP43 rescue -3%, EPAC2 ag -11%, D3 ag 2, EPAC2 antagonist 11%, DRD3 antagonist -14 and Abeta rescue 2%.
Screening CC(C)CC(=O)NC(NC(=O)CC(C)C)c1cccc([N+](=O)[O-])c1 returned aSyn rescue 1%, TDP43 rescue 8%, EPAC2 ag -2%, D3 ag 4, EPAC2 antagonist 8%, FUS suppressor -12%, DRD3 antagonist 8 and Abeta rescue -8%.
Cc1ccc(CN2C(=O)C(CC(C)C)Nc3ncnc(N4CCOCC4)c32)cc1 (stereo not given) was read as aSyn rescue 4%&0%, TDP43 rescue 11%&16%, EPAC2 ag 3%&-4%, D3 ag 1&0, EPAC2 antagonist -15%&2%, FUS suppressor 22%&14%, DRD3 antagonist 0&-2 and Abeta rescue 6%&7%.
For COc1ccc(OC)c(S(=O)(=O)n2cnc3cc(C)c(C)cc32)c1 the results were aSyn rescue 29%, TDP43 rescue -3%, EPAC2 ag 17%, D3 ag -6, EPAC2 antagonist -6%, FUS suppressor 15%, DRD3 antagonist 7 and Abeta rescue 3%.
For COC(=O)[C@]1(C)N[C@H](CN(C)C(=O)c2ccc(F)cc2)[C@@H]2C(=O)N(Cc3ccccc3)C(=O)[C@@H]21 the results were aSyn rescue -4%, TDP43 rescue -1%, EPAC2 ag 7%, D3 ag -14, EPAC2 antagonist 5%, FUS suppressor -12%, DRD3 antagonist -9 and Abeta rescue -1%.
CC(=O)Nc1cccc(NC(=O)CCN2C(=O)c3ccccc3S2(=O)=O)c1 was read as aSyn rescue -5%, TDP43 rescue -5%, EPAC2 ag 2%, D3 ag -2, EPAC2 antagonist -9%, FUS suppressor 10%, DRD3 antagonist -1 and Abeta rescue -2%.
Screening CCc1ccc(OC(C)c2nnc(SCC(=O)Nc3ncccc3C)n2C)cc1 (stereo not given) returned aSyn rescue 9%, TDP43 rescue -1%, EPAC2 ag 8%, D3 ag -1, EPAC2 antagonist -13%, DRD3 antagonist -27 and Abeta rescue 17%.
Screening Cn1c(=O)c(=O)n(C)c2cc(C(=O)NCc3ccccc3Cl)ccc21 returned TDP43 rescue 17%, D3 ag -1, FUS suppressor -13% and Abeta rescue 5%.
For COc1cc(C)ccc1OCCSc1nc2ccc(NC(C)=O)cc2s1 the results were TDP43 rescue 13%, D3 ag 6, FUS suppressor 14% and Abeta rescue -2%.
O=C(Nc1c(-c2ccccc2)nc2sccn12)c1ccccc1 was read as aSyn rescue 0%, TDP43 rescue inconclusive, EPAC2 ag 5%, D3 ag -5, EPAC2 antagonist -3%, FUS suppressor 15%, DRD3 antagonist -10 and Abeta rescue -12%.
CCc1c(C2(O)CCCCC2)[nH]c2ncccc12 was read as aSyn rescue 25%, TDP43 rescue 27%, EPAC2 ag 5%, D3 ag 1, EPAC2 antagonist 9%, FUS suppressor 22%, DRD3 antagonist 11 and Abeta rescue 26%.
`CC(C)C[C@H]1CNC(=S)N1CC1CCCN1C[C@H](Cc1ccccc1)N1C[C@H](Cc2ccc(O)cc2)N(CC2CCCCCC2)C1=S` (stereo not given in full) gave aSyn rescue -39%[inhibitor], TDP43 rescue inconclusive, EPAC2 ag 9%, D3 ag -15, EPAC2 antagonist -3%, FUS suppressor inconclusive, DRD3 antagonist -14 and Abeta rescue 0%.
COC(=O)c1ccc(Cn2nnc3c(=O)[nH]c(C4CCCN(S(=O)(=O)c5cccc(Cl)c5)C4)nc32)cc1 (stereo not given) was read as aSyn rescue -2%, TDP43 rescue 0%&11%, EPAC2 ag 0%, D3 ag 17&2, EPAC2 antagonist -3%, FUS suppressor 3%&-15%, DRD3 antagonist -10 and Abeta rescue 10%&1%.
`CCc1cc2c(=O)n(-c3ccccc3)cnc2s1` gave aSyn rescue 1%, TDP43 rescue 5%, EPAC2 ag -4%, D3 ag 12, EPAC2 antagonist -2%, FUS suppressor 3%, DRD3 antagonist -11 and Abeta rescue -13%.
For CC(C)(C)Nc1nc(Oc2ccc(=O)n(-c3ccccc3)n2)nc(N2CCOCC2)n1 the results were aSyn rescue 0%, TDP43 rescue -1%, EPAC2 ag 10%, D3 ag -4, EPAC2 antagonist -6%, FUS suppressor -3%, DRD3 antagonist 4 and Abeta rescue -22%.
`O=C(CN1CCN(Cc2ccc(Cl)cc2)CC1)N/N=C/c1cccs1` gave aSyn rescue -2%, TDP43 rescue 13%, EPAC2 ag 8%, D3 ag -20, EPAC2 antagonist 4%, FUS suppressor 6%, DRD3 antagonist -15 and Abeta rescue 19%.
`Cc1cccc(NCc2ccccc2O)n1` gave aSyn rescue -1%, TDP43 rescue -8%, EPAC2 ag 8%, D3 ag -8, EPAC2 antagonist -9%, FUS suppressor inconclusive, DRD3 antagonist inconclusive and Abeta rescue 14%.
`N#CCCn1cc(C(=O)Nc2ccccc2Br)c(-c2cc3ccccc3o2)n1` gave aSyn rescue 19%, TDP43 rescue 17%, EPAC2 ag -12%, D3 ag 2, EPAC2 antagonist 12%, DRD3 antagonist 15 and Abeta rescue 5%.
COc1ccc(S(=O)(=O)NCc2ccccn2)cc1NC(=O)c1ccccc1F was read as aSyn rescue 0%, TDP43 rescue -2%, EPAC2 ag 12%, D3 ag -24, EPAC2 antagonist -3%, FUS suppressor 24%, DRD3 antagonist -16 and Abeta rescue -9%.
For CCCS(=O)(=O)NC(=O)C1(C)CCCN(C(=O)c2ccc(F)cc2Cl)C1 (stereo not given) the results were aSyn rescue 0%, TDP43 rescue 22%, EPAC2 ag 7%, D3 ag -4, EPAC2 antagonist 17%, FUS suppressor -11%, DRD3 antagonist 10 and Abeta rescue -5%.

Among those listed so far, these contain an aryl methoxy group.
For COC(=O)c1c(NC(=S)NNS(=O)(=O)c2ccc(OC)cc2OC)sc2c1CCCCCC2 the results were aSyn rescue 8%, TDP43 rescue -3%, EPAC2 ag -11%, D3 ag 2, EPAC2 antagonist 11%, DRD3 antagonist -14 and Abeta rescue 2%.
For COc1ccc(OC)c(S(=O)(=O)n2cnc3cc(C)c(C)cc32)c1 the results were aSyn rescue 29%, TDP43 rescue -3%, EPAC2 ag 17%, D3 ag -6, EPAC2 antagonist -6%, FUS suppressor 15%, DRD3 antagonist 7 and Abeta rescue 3%.
For COc1cc(C)ccc1OCCSc1nc2ccc(NC(C)=O)cc2s1 the results were TDP43 rescue 13%, D3 ag 6, FUS suppressor 14% and Abeta rescue -2%.
COc1ccc(S(=O)(=O)NCc2ccccn2)cc1NC(=O)c1ccccc1F was read as aSyn rescue 0%, TDP43 rescue -2%, EPAC2 ag 12%, D3 ag -24, EPAC2 antagonist -3%, FUS suppressor 24%, DRD3 antagonist -16 and Abeta rescue -9%.

The list goes on:
C=CC[C@H](CC(=O)OC(C)(C)C)C(=O)OC[C@H]1CCCN1C(=O)[C@@H](CC=C)CC(=O)N(CCO)Cc1ccccc1 was read as aSyn rescue -2%, TDP43 rescue -20%, EPAC2 ag -2%, D3 ag -25, EPAC2 antagonist -12%, FUS suppressor inconclusive, DRD3 antagonist -14 and Abeta rescue -7%.
For CC1CCCC(NC(=O)COC(=O)CCSc2ccccc2)C1C (stereo not given) the results were aSyn rescue 8%, TDP43 rescue 0%, EPAC2 ag 14%, D3 ag 1, EPAC2 antagonist -14%, FUS suppressor inconclusive, DRD3 antagonist 1 and Abeta rescue -1%.
For COc1ccc(-c2cc(CCCC(=O)NCCc3ccc(OC)cc3OC)no2)cc1 the results were aSyn rescue 5%, TDP43 rescue -11%, EPAC2 ag -3%, D3 ag 16, EPAC2 antagonist 0%, FUS suppressor 20%, DRD3 antagonist 33 and Abeta rescue 8%.
CCN=C1S/C(=C\c2cn(CC(=O)NCc3ccco3)c3ccccc23)C(=O)N1CC was read as aSyn rescue 0%, TDP43 rescue 6%, EPAC2 ag -2%, D3 ag 13, EPAC2 antagonist 24%, FUS suppressor -4%, DRD3 antagonist 30 and Abeta rescue -17%.
Cc1ccc(-c2cc(C(=O)NCc3ccccc3Cl)c3ccccc3n2)cc1C was read as TDP43 rescue inconclusive, D3 ag 0, FUS suppressor -12% and Abeta rescue -5%.
For O=C(COC(=O)CNC(=O)c1ccccc1F)NCCC1=CCCCC1 the results were aSyn rescue -1%, TDP43 rescue 7%, EPAC2 ag -3%, D3 ag 0, EPAC2 antagonist -5%, FUS suppressor -11%, DRD3 antagonist -18 and Abeta rescue 7%.
For CCCC(=O)C1C(=O)CC(C)(C)C(c2cc(C)no2)C1=O (stereo not given) the results were aSyn rescue inconclusive, TDP43 rescue 2%, EPAC2 ag 2%, D3 ag -2, EPAC2 antagonist -24%, FUS suppressor -54%, DRD3 antagonist 0 and Abeta rescue 7%[9.22 µM].
Screening COc1ccc(CNS(=O)(=O)CCNCCc2ccccc2)cc1 returned aSyn rescue 0%, TDP43 rescue 15%, EPAC2 ag 6%, D3 ag -23, EPAC2 antagonist -4%, FUS suppressor -8%, DRD3 antagonist 9 and Abeta rescue 1%.
`Cc1ccccc1N1CCN(CCCN2C(=O)CC(=C(c3ccccc3)c3ccccc3)C2=O)CC1` gave aSyn rescue 1%, TDP43 rescue 5%, EPAC2 ag 12%, D3 ag -29, EPAC2 antagonist -5%, FUS suppressor 17%, DRD3 antagonist inconclusive and Abeta rescue 10%.
Cc1ccc2c(c1)N(C(=O)CCC(=O)N1CCN(c3cccc(C)c3C)CC1)CCO2 was read as aSyn rescue -4%, TDP43 rescue 0%, EPAC2 ag 28%, D3 ag 2, EPAC2 antagonist -14%, FUS suppressor inconclusive, DRD3 antagonist -21 and Abeta rescue -29%.
For CC(=O)Nc1nonc1-c1nc2ccccc2n1N(C(C)=O)C(C)=O the results were aSyn rescue -16%, TDP43 rescue 6%, EPAC2 ag -2%, D3 ag 2, EPAC2 antagonist 8%, FUS suppressor 2%, DRD3 antagonist 26 and Abeta rescue -45%[inhibitor].
